D3 ag: D3 dopamine receptor (human) agonism; D3R DiscoveRx beta-arrestin cells, luminescence, 90 min; max activation, %; hit rate 0.58% among 410,000; AID 652048; in the data active = max activation above about 30%; also: 0% is about no effect; mostly tested at two doses, the higher about 12 µM
Target sequence (P35462 whole entry, looked up): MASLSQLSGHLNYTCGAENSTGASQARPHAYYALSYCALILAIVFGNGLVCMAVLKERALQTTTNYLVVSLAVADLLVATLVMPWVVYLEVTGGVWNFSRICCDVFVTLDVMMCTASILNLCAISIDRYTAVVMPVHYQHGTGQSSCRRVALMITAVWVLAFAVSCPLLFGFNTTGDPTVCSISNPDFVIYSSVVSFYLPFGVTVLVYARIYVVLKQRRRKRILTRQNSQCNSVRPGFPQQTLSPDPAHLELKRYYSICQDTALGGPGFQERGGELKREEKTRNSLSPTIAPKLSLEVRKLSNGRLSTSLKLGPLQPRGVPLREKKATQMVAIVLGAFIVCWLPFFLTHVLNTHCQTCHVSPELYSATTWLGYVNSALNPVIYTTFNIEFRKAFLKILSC
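Agonist-mode cell screen: cells plated at 1500/well and incubated overnight at 37 °C, then exposed to library compounds for 90 min at 37 °C. Detection reagent was added for 30–60 min at room temperature, and luminescence was read.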
KB-V1 MDR tox: kills drug-selected multidrug resistant KB-V1 cells; KB-V1 MDR cells viability, CellTiter-Glo, 72 h; Potency, µM (top dose mostly 46.1 µM), for the others: at the highest dose activity change, negative = cytotoxicity, most hits filed as cytotoxic; hit rate 3.4% among 400,000; AID 1347076; also: potency is read from the fitted curve at half-maximal effect; % is scaled to controls: 0 for no effect and ±100 for the full control effect; nearly all actives have a fitted effect of over 60% in size
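Potencies derive from concentration-effect curves fitted to normalized luminescence (CellTiter-Glo) of KB-V1 cells treated for 72 h at 37 degrees C in phenol-red-free DMEM containing 10% FBS.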
MCF10A rerep: inducers of DNA re-replication in MCF 10A breast cells; MCF 10A DNA re-replication, Hoechst nuclear intensity, 48 h; Potency, µM (highest dose often 46.1 µM), without a hit: at the top dose activity, positive = re-replication, most hits filed as activators; hit rate 2.9% among 350,000; AID 624296; also: potency is read from the fitted curve at half-maximal effect; % of control where 0% means no effect; nearly all actives have a fitted effect of over 50% in size
IL1B secr inh: blocks inflammasome-driven IL-1 beta release; THP-1 LPS/ATP IL-1B secretion, AlphaLISA, 16 h; hits give low values; activity change, % at 57.5 µM; hit rate 4.7% among 360,000; AID 743279; in the data active = activity change below about -50%; inconclusive = mostly about -30% to -49%; also: % is scaled to controls: 0 for no effect and ±100 for the full control effect
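Secreted IL-1B measured by AlphaLISA bead assay after 16 h compound exposure of THP-1 cells; compounds (final up to 57.5 uM) added 1 h before LPS (250 ng/mL) and ATP (1.25 mM) stimulation; lower signal means less secretion.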
HT1080NT lethal: kills 2HG-producing HT-1080-NT fibrosarcoma cells. HT-1080-NT fibrosarcoma viability, CellTiter-Glo ATP luminescence, 48 h. AID 686970. Potency, µM (titrated, usually from 46.1 µM), for the others: at the highest dose activity, negative = less viability, actives largely listed as cytotoxic. hit rate 1.6% among 360,000;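 also: NT is the 2HG producing partner of a matched IDH1 knockdown line; potency is read from the fitted curve at half-maximal effect; 0% = DMSO-treated cells and -100% = media-only wells without cells; nearly all actives have a fitted effect of over 55% in size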
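Luminescent CellTiter-Glo readout after 48 hours of compound exposure at 37 degrees C defined viability of HT-1080-NT cells. Activity was normalized to DMSO wells and cell-free media wells; concentration-response curves were fitted and assigned curve classes.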
GLP1R cytotox: cytotoxicity in counter-screen for GLP-1R inverse agonists; Potency, µM (highest dose often 38.3 µM), for inactives: top-dose activity change, negative = inhibition, actives largely listed as inhibitors; HEK293 cAMP-luciferase reporter cells, luminescence, 24 h; hit rate 0.13% among 410,000; AID 624418;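 also: loss of luciferase light is scored as toxicity; potency is read from the fitted curve at half-maximal effect; % is scaled to controls: 0 for no effect and ±100 for the full control effect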
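Seeding density was 200 cells/uL; after overnight-length (12 h) culture, 23 nL compounds went on for 24 h at 37 °C. Readout used a luciferase detection reagent, luminescence taken after 12 min at room temperature.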
SW480 rerep: induces DNA re-replication in SW480 colon adenocarcinoma cells; SW480 DNA re-replication, Hoechst DNA content imaging, 48 h; Potency, µM (top dose mostly 46.1 µM), for the others: at the top dose re-replication activation, hits mostly activators; hit rate 1.8% among 340,000; AID 624297; also: potency is read from the fitted curve at half-maximal effect; % of control where 0% means no effect; nearly all actives have a fitted effect of over 55% in size
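First, 250 cells per well were seeded. Next, compound or vehicle (23 nL) was pinned in, plates sat 48 hr at 37 C. Finally Hoechst was added for 40 min before fluorescence scanning.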
KB-3-1 tox: KB-3-1 parental cell cytotoxicity; Potency, µM (titrated, usually from 46.1 µM), for inactives: top-dose activity change, negative = cytotoxic, usual class: cytotoxic; hit rate 1.4% among 400,000; KB-3-1 viability, CellTiter-Glo ATP luminescence, 72 h; also: potency is read from the fitted curve at half-maximal effect; % is scaled to controls: 0 for no effect and ±100 for the full control effect; nearly all actives have a fitted effect of over 60% in size
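Cells are dispensed, compounds pinned in, plates held at 37 °C for 72 h, then CellTiter-Glo is added and luminescence read after 10 minutes. Cell line: parental KB-3-1 in phenol-red-free DMEM, 10% FBS.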
HT1080 IDH1KD tx: HT-1080 IDH1 knockdown cell toxicity (counter line); HT-1080 IDH1 knockdown viability, ATP luminescence, 48 h; Potency, µM (titrated, usually from 46.1 µM), inactives show at the top dose activity, negative = toxicity, hits mostly cytotoxic; hit rate 2% among 360,000; AID 686971;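 also: potency is read from the fitted curve at half-maximal effect; 0% = DMSO wells and -100% = cell-free medium wells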
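Viability of IDH1-knockdown HT-1080 fibrosarcoma cells was assessed by CellTiter-Glo after 48 h at 37 °C with titrated compound; concentration-effect curves were classified by fit quality and response size.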
An asterisk follows results filed as active; ? = inconclusive; nt = not tested or not shown; [ ] = dose if it differs, or a comment. Unless noted, calls follow the shape of the dose curve; as a rule, active = well fitted curve in the direction sought with a large enough effect; inconclusive = small, poorly fitted or top-dose-only effect, or another doubt; inactive = no such curve, though single readings can be large; an effect the other way counts as inactive or inconclusive.

Compound,D3 ag,IL1B secr inh,HT1080 IDH1KD tx,HT1080NT lethal,KB-3-1 tox,GLP1R cytotox,SW480 rerep,KB-V1 MDR tox,MCF10A rerep
Cc1ccc(OCCn2c3ccccc3n3nc(C)c(=O)nc23)cc1,1,-14,5%,2%,16%,3%,-1%,9%,17%
CCOC(=O)C1(CC2CCCCO2)CCN(Cc2nc3ccccc3[nH]2)CC1 (configuration not stated),1,10,3%,-3%,-2%,-18%,-14%,?,-5%
O=C(Nc1cccc(-c2nc3ncccc3o2)c1)c1ccc(-c2cccc(Cl)c2Cl)o1,-10,nt,nt,nt,-2%,-10%,nt,6.5µM*,nt
O=C(CSc1n[nH]c(-c2cccnc2)n1)Nc1ccccc1[N+](=O)[O-],-3,41,3%,12%,14%,-8%,-5%,4%,-3%
Cc1ccc(C(=O)N2CCN(c3ccccn3)CC2)cc1C,5,9,14%,12%,14%,-16%,1%,21%,9%
Cc1cc(C)c(-c2csc(NC(=O)CCCc3nc4ccccc4c(=O)[nH]3)n2)c(C)c1,-2,?,?,?,?,-16%,-256%[inhibitor],-26%,23%
COc1cc(OC)c(NC(=O)c2nc(-c3ccncc3)no2)cc1Cl,-7,nt,nt,nt,-2%,1%,nt,8%,nt
COc1cc(C(=O)N2CCN(C(=O)Cc3ccccc3)CC2)cc(OC)c1OC,0,13,5%,11%,16%,-5%,1%,18%,4%
CN(c1ccccc1)S(=O)(=O)c1ccc(C(=O)Nc2cccc(S(=O)(=O)N3CCOCC3)c2)cc1,-1,-12,-22%,-16%,?,3%,nt,?,nt
CCOc1ccc(NC(=O)c2ccc(-c3nc(COc4ccccc4)c(C)o3)cc2)cc1,-4,nt,nt,nt,-5%,3%,nt,0%,nt
COc1cc(OC)cc(C(=O)N2CCN(C(=O)c3cccnc3)CC2)c1,2,15,7%,6%,-1%,0%,-10%,9%,11%
COCCCNC(=O)CSc1nc2c(sc(=S)n2-c2cc(Cl)ccc2OC)c(=O)[nH]1,5,6,5%,12%,-1%,-5%,-3%,5%,4%
COC(=O)[C@@]12CCCCN1[C@H](c1ccc(-c3ccc(OC)cc3)c(OC)c1)[C@@H]1C(=O)N(C)C(=O)[C@@H]12,-2,-12,-6%,-5%,-19%,-20%,?,0%,?
Cc1cc(N2CCN(c3cc(Cl)ccc3C)CC2)n2nc(-c3ccccc3)nc2n1,-6,nt,nt,nt,6%,-13%,nt,8%,nt
CCOc1ccc(CCNC(=O)Cn2ncc3c([nH]c4ccccc43)c2=O)cc1OCC,4,nt,nt,nt,7%,-4%,nt,9%,nt
O=C(NC(=S)Nc1ccc(F)cc1)C1CCCCC1,1,31,7%,4%,8%,-12%,?,-3%,6%
Cc1ccc(SCc2nc(-c3ccncc3)no2)cc1,2,-7,-2%,-3%,-9%,-13%,?,1%,16µM*
O=C(CSc1nnc(NC(=O)c2c(F)cccc2F)s1)Nc1ccc(F)cc1,1,0,3%,5%,-8%,-6%,-11%,2%,1%
CCn1nnnc1NCc1ccc(OCc2ccc(F)cc2Cl)c(OC)c1,2,-58*,-14%,-7%,-1%,-12%,-15%,-17%,2%
CCn1cc2nc(SCc3cccc(C)c3)n(CCc3ccccc3)c(=O)c2n1,1,nt,nt,nt,-30%,-22%,nt,-11%,nt
Nc1nnc(CC(=O)N/N=C/c2ccc(-c3ccc(F)cc3)o2)s1,-7,-51*,9%,16%,16%,-5%,-5%,-14%,-1%
COc1ccc(-c2cn3c(C)c(C(=O)NCc4ccc5c(c4)OCO5)sc3n2)cc1,-2,19,-4%,-3%,-8%,4%,-13%,11%,17%
COc1ccc(C(=O)Nc2ccc(OC)c([N+](=O)[O-])c2)cc1Br,3,-16,1%,6%,3%,7%,-4%,-9%,0%
CCOC(=O)CC(NS(=O)(=O)c1ccc2[nH]cc(C(=O)O)c(=O)c2c1)c1ccc(OCC)c(OC)c1 (configuration not stated),12,9,7%,11%,-3%,-1%,?,23%,1%
COc1ccc(CCN2CC(C(=O)N(C)Cc3ccc4nsnc4c3)CCC2=O)cc1 (configuration not stated),4,-7,8%,12%,nt,11%,-2%,nt,0%
CC1(C)Cc2ccccc2C(/C(=N/O)C(N)=O)=N1,-5,0,2%,-14%,0%,6%,?,4%,-14%
COc1cccc(Cn2c(Oc3cc(C)cc(C)c3)nc3c2c(=O)n(C)c(=O)n3C)c1,4,nt,nt,nt,11%,-25%,nt,4%,nt
OC(CNCc1ccc(Cl)c(Cl)c1)c1ccccc1 (configuration not stated),-7,-69*,-23%,-11%,27%,-6%,13%,-5%,?
CN(C(=O)COC(=O)c1ccc2c(c1)NC(=O)CS2)C1CCS(=O)(=O)C1 (configuration not stated),-6,26,-2%,-5%,12%,13%,0%,3%,14%
CCOC(=O)c1cc(C)sc1NC(=O)CSc1nnnn1C,-15,12,-8%,-14%,-1%,8%,-18%,-18%,3%

Limited to KB-V1 MDR tox (2 entries from above):
canonical_smiles | KB-V1 MDR tox
Cc1cc(N2CCN(c3cc(Cl)ccc3C)CC2)n2nc(-c3ccccc3)nc2n1 | 8%
CC1(C)Cc2ccccc2C(/C(=N/O)C(N)=O)=N1 | 4%

(continued)
Compound,D3 ag,IL1B secr inh,HT1080 IDH1KD tx,HT1080NT lethal,KB-3-1 tox,GLP1R cytotox,SW480 rerep,KB-V1 MDR tox,MCF10A rerep
CC(=O)C1=C(N2CCCCC2)CCC1=O,0,16,24%,23%,11%,-7%,-4%,10%,-11%
O=C(COC(=O)C1CC(O)CN1S(=O)(=O)c1ccccc1[N+](=O)[O-])c1ccc[nH]1 (configuration not stated),3,-29,2%,-5%[9.24 µM],7%,6%,?,?,9%
CN(C)S(=O)(=O)c1ccc(N2CCCC2)c(C(=O)NCc2cccc(C(F)(F)F)c2)c1,-3,-13,-1%,-2%,16%,-20%,-2%,7%,-1%
CC(C)NC(=O)N(C)C[C@H]1Oc2cc(C#Cc3ccc(F)cc3)ccc2S(=O)(=O)N([C@H](C)CO)C[C@H]1C,0,-11,-11%,-4%,-9%,-16%,nt,14%,nt
O=C(Nc1ccc(NC(=O)c2cccs2)cc1)c1cccs1,-6,-23,-17%,-20%,-6%,-10%,-4%,-13%,18%
CC12CC3CC(C)(C1)CC(C(=O)NCc1cccnc1)(C3)C2,-5,-5,0%,-11%,-4%,-1%,1%,-2%,3%
CCN1CNC(=S)N(CCc2ccccc2)C1,8,-1,15%,15%,-4%,1%,-5%,25%,-7%
Cc1ccc(CNC(=O)c2cnn3c(C)c(Cc4c(F)cccc4Cl)c(C)nc23)cc1,-11,nt,nt,nt,-2%,4%,nt,-2%,nt
Cc1nnc(NC(=O)c2oc3ccccc3c2C)s1,5,65,1%,11%,-1%,-5%,23%,-4%,9%
CCCCNC(=O)C(C#N)c1nc2ccccc2nc1N1CCN(c2ccccc2F)CC1 (configuration not stated),0,3,20%,17%,1%,-15%,0%,-1%,24%
CSc1ccccc1NC(=O)Nc1ccccc1,-10,6,4%,5%,1%,2%,-2%,?,-13%
CC(=O)c1cccc(N(C(=O)c2ccco2)C(C(=O)NC2CCCC2)c2ccncc2)c1 (configuration not stated),-9,-18,0%,11%,-6%,2%,-4%,0%,4%
COc1ccc(NC(=O)C2CCCN2S(=O)(=O)c2cccs2)c([N+](=O)[O-])c1 (configuration not stated),-12,-12,-14%,-5%,?,-1%,-503%[inhibitor],?,?
CCOC(=O)Cc1csc(NS(=O)(=O)Cc2ccccc2)n1,6,0,10%,18%,12%,-23%,-11%,6%,1%
CCCS(=O)(=O)N1CCCC(C(=O)c2ccccc2OC)C1 (configuration not stated),6,13,8%,14%,12%,0%,8%,-20%,?
COc1ccc(-c2nc(C)ncc2N=Nc2ccccc2)cc1,4,?,0%,-9%,-12%,5%,2%,1%,?

As a short view, some entries already given.
Compound,D3 ag,IL1B secr inh,HT1080 IDH1KD tx,HT1080NT lethal,KB-3-1 tox,GLP1R cytotox,SW480 rerep,KB-V1 MDR tox,MCF10A rerep
CCn1nnnc1NCc1ccc(OCc2ccc(F)cc2Cl)c(OC)c1,2,-58*,-14%,-7%,-1%,-12%,-15%,-17%,2%
CCn1cc2nc(SCc3cccc(C)c3)n(CCc3ccccc3)c(=O)c2n1,1,nt,nt,nt,-30%,-22%,nt,-11%,nt
Nc1nnc(CC(=O)N/N=C/c2ccc(-c3ccc(F)cc3)o2)s1,-7,-51*,9%,16%,16%,-5%,-5%,-14%,-1%
COc1ccc(-c2cn3c(C)c(C(=O)NCc4ccc5c(c4)OCO5)sc3n2)cc1,-2,19,-4%,-3%,-8%,4%,-13%,11%,17%
COc1ccc(C(=O)Nc2ccc(OC)c([N+](=O)[O-])c2)cc1Br,3,-16,1%,6%,3%,7%,-4%,-9%,0%
